p53ts 32C kill: cytotoxicity in p53ts cells at permissive temperature. Potency, µM (doses to about 46.1 µM), without a hit: at the highest dose activity change, negative = cytotoxicity, actives largely listed as cytotoxic. actives 0.93% (n = 130,000). H1299-p53A138V at 32C, ATP luminescence viability, 24 h;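 note: 0% = DMSO and -100% = full killing by reference compound; nearly all actives have a fitted effect of over 55% in size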
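ATP-content luminescence (ATPlite) read-out after 24 h compound exposure at 32C in H1299-p53A138V cells (600/well). Tested up to 46 uM. Normalized to DMSO (0%) and 100 uM tamoxifen (100% killing); Hill-fit AC50.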
Peg3 imprint: induces erasure of genomic imprints in mouse ES cells; AID 1948; Potency, µM (series often up to 60.7 µM), for the others: top-dose activity change, positive = activation, usual class: activators; actives 0.02% (n = 110,000); mouse ES Peg3-LacZ reporter, beta-gal luminescence, 40 h;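 note: 0% = negative control wells on the plate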
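Each well holds 300 Peg3LacZ-Neo (maternal) female ES cells incubated 40 h at 37C, 5% CO2. LacZ is measured by BetaGlo luminescence, with AC50 and maximum efficacy derived from dose-response curves.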
IkB sig inh: IkB pathway inhibition in ABC-DLBCL cells; ABC-DLBCL IkBa-CBG/CBR dual luciferase ratio, 4 h; response scale: scaled: untreated 0%, proteasome inhibitor 100%; Potency, µM (highest dose often 57.1 µM), for the others: at the highest dose IkBa stabilization activation; actives 0.04% (n = 110,000); AID 445; active = well fitted curve in the direction sought with a large enough effect in the signal ratio, not every such curve was filed as active; inconclusive = small, poorly fitted or top-dose-only effect, or a change in a side signal; the % refers to the signal ratio;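 note: the direction sought is a rising ratio; 0% = basal untreated cells and 100% = reference inhibitor full response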
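Luminescence ratio of IκBα-fused green versus native red beetle luciferase in OCI-Ly3 cells, 4 h post-doxycycline with compound; red signal alone, scaled from basal (0%) to zero light (-100%), flagged nonspecific or cytotoxic effects.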
p53ts 39C tox: cytotoxicity in p53ts cells at nonpermissive temperature. H1299-p53A138V viability at 39C, ATP luminescence, 24 h. Potency, µM (series often up to 46.1 µM), for the others: top-dose activity change, negative = cell killing, actives largely listed as cytotoxic. actives 1.5% (n = 130,000). AID 902; note: nearly all actives have a fitted effect of over 55% in size
* marks the source's active call; other numbers are inactive results; ? = inconclusive; / = no result given; [ ] = another dose, or the depositor's remark. Unless noted, calls come from the whole dose curve; as a rule, active = well fitted curve in the direction sought with a large enough effect; inconclusive = small, poorly fitted or top-dose-only effect, or another doubt; inactive = no such curve, though single readings can be large; an effect the other way counts as inactive or inconclusive. Unless noted, % is set by controls: 0 for no effect and ±100 for the full control effect; potency is the fitted concentration of half-maximal effect.

Short forms – A = p53ts 32C kill; B = Peg3 imprint; C = IkB sig inh; D = p53ts 39C tox
> Cc1[nH]c(=O)[nH]c(=O)c1S(=O)(=O)N1CCC(C(=O)N2CCN(Cc3ccccc3)CC2)CC1
  A = -8%; B = -9%; C = 1.3%; D = 0%
> C=CCN=c1sc(C(=O)OC)cc(=O)n1CC=C
  A = 8%; B = -3%; C = 6.4%; D = -4%
> O=C(COc1ccccc1F)Nc1ccc(C(=O)OCc2cc(=O)n3nc(C4CC4)sc3n2)cc1
  A = -8%; B = 22%[10.9 µM]; C = -3.3%; D = -13%
> COc1ccc(-c2nc3cc(NC(=O)CSc4ccc(C)cc4)ccc3o2)cc1
  A = ?; B = -20%[10.9 µM]; C = -1.6%; D = ?
> O=C(Cn1c(=O)oc2cc(S(=O)(=O)N3CCOCC3)ccc21)N1CCc2ccccc2C1
  A = -4%; B = -10%; C = -2.4%; D = -7%
> O=C(Nc1ccccc1N1CCN(C(=O)c2ccccc2)CC1)c1cc2ccccc2o1
  A = -6%; B = -10%; C = 0.1%; D = -7%
> CCn1c(Cc2ccccc2)nnc1SCC(=O)Nc1ccccc1N1CCOCC1
  A = 1%; B = /; C = /; D = 17%
> Cc1cccc2c1-c1sc(C(=O)NCc3ccc(Cl)cc3)cc1CO2
  A = -20%; B = -7%[10.9 µM]; C = ?; D = ?
> COc1ccc(CCNC(=O)c2nnc(Cc3c(F)cccc3Cl)o2)cc1OC
  A = 3%; B = -16%; C = -1.5%; D = 8%
> COc1cc(O)c(C(=O)O)c(O)c1
  A = 5%; B = 12%; C = /; D = -6%
> CCCn1c(-c2ccc(F)cc2)nc2c(NCCCCN(C)C)nc(C)nc21
  A = 6%; B = -10%; C = /; D = -6%
> O=C(c1cnccn1)N1CCC2(CC1)CN(c1ncccn1)C2
  A = 0%; B = /; C = 1.0%[11.4 µM]; D = -4%
> O=C1Nc2ccccc2C12OCCCO2
  A = 1%; B = -6%; C = 0.8%; D = -9%
> COc1cc2c(cc1OC)CN(C(=O)CC1CC3CCC1C3)CC2 (stereo not drawn)
  A = 10µM*; B = -66%[inhibitor]; C = ?; D = 13µM*
> O=c1cnc2cnc(Oc3cccc(Cl)c3)nc2n1Cc1ccc(F)cc1
  A = -12%; B = /; C = -0.9%[11.4 µM]; D = -13%
> O=C(Nc1cccc2c1CCCC2)C1CCCN(S(=O)(=O)c2cccc3nonc23)C1 (stereo not drawn)
  A = -2%; B = -1%; C = 0.6%; D = -1%
> COc1ccc(N2CCN(C(=O)C3CCN(S(=O)(=O)c4cccs4)CC3)CC2)cc1
  A = 2%; B = -7%[10.9 µM]; C = 0.2%; D = 4%
> COC(=O)N1CCN(c2ccc(C(C)=O)cc2)CC1
  A = -15%; B = -20%; C = -0.9%; D = -12%
> Cc1ccc(C2CCN(C(=O)Nc3ccc(Cl)cc3)C2)cc1 (stereo not drawn)
  A = -14%; B = -6%[10.9 µM]; C = 1.2%; D = -10%
> CCOC(=O)/C(C(N)=NC(C)C)=C(\O)c1ccccc1
  A = 0%; B = -4%; C = -0.1%; D = 7%
> O=S(=O)(c1ccc(F)cc1)N(Cc1nc(-c2ccccc2)no1)C1CCCCC1
  A = 6%; B = -10%[10.9 µM]; C = -2.7%; D = -13%
> Cc1cc(C)cc(N(C(=O)CNC(=O)c2ccco2)C(C(=O)NC2CCCC2)c2cccnc2)c1 (stereo not drawn)
  A = -1%; B = -7%; C = -0.1%; D = 6%
> O=C1Nc2c(c(=O)[nH]c(=O)n2-c2ccccc2F)C(C(F)(F)F)(C(F)(F)F)N1
  A = -13%; B = /; C = /; D = -5%
> CCC(=O)c1cc(F)c(N2CCN(S(=O)(=O)c3ccccc3)CC2)cc1C
  A = -3%; B = -18%; C = 0.8%; D = 8%
> C#CC(CO)N(CCN(Cc1ccccc1)C(C#C)CO)Cc1ccccc1 (stereo not drawn)
  A = 28%; B = -17%; C = 0.5%; D = -21%
> CSCCC(NC(N)=O)C(=O)NCC1CCCCC1 (stereo not drawn)
  A = 3%; B = -8%; C = -0.1%; D = 18%
> CCCc1nc(SCc2cc(=O)c3ccc(C)c(C)c3[nH]2)n[nH]1
  A = 10%; B = 1%[10.9 µM]; C = -1.0%; D = -3%
> COCC(C)n1c(SCc2ccc(C(=O)OC)o2)nc2ccccc2c1=O (stereo not drawn)
  A = -13%; B = -22%; C = -0.1%; D = -16%
> O=C1/C(=C/c2cccs2)COc2ccccc21
  A = ?; B = /; C = /; D = -13%
> Cn1c(C(=O)N2CCC(C(=O)N3CCN(c4ccccc4)CC3)CC2)cc2sccc21
  A = 1%; B = -10%[10.9 µM]; C = ?; D = -13%
> N#CCCS(=O)(=O)c1nnnn1-c1ccccc1
  A = ?; B = -27%; C = ?; D = 20µM*
> CCOc1ccc(OCC)c(NC(=O)C(NS(=O)(=O)c2cccs2)c2ccccc2)c1 (stereo not drawn)
  A = -9%; B = -12%[10.9 µM]; C = 5.7%; D = -16%
> CCOC(=O)c1ccccc1NC(=O)COC
  A = -7%; B = 8%; C = -1.9%; D = 10%
> CCOc1ccc(NC(=O)C2CC(=O)N(CC)C(=Nc3ccc4c(c3)OCO4)S2)cc1 (stereo not drawn)
  A = -3%; B = -5%; C = 0.9%; D = -13%
> Cc1ccc(Nc2nc(N)nc(CSc3nccn3C)n2)c(C)c1
  A = -15%; B = -10%; C = -1.7%; D = -8%
> N#CC1=C(N)Oc2n[nH]c(-c3ccccc3)c2C1c1cccc(OC(=O)N2CCOCC2)c1 (stereo not drawn)
  A = 12%; B = 3%; C = 8.0%; D = -3%
> N#CC1(C#N)C2=C(CCCC2)NC(c2ccccc2)C1(C#N)C#N (stereo not drawn)
  A = 3%; B = 0%; C = 7.7%; D = 1%
> CCC(=O)Nc1c(C)ccc2nsnc12
  A = 8%; B = 3%; C = 1.0%; D = 10%
> CS(=O)(=O)NCC(c1cccnc1)N1CCN(c2ccc(F)cc2)CC1 (stereo not drawn)
  A = -3%; B = -10%; C = -0.8%; D = -6%
> CCSC1=C(C#N)C(c2cccc(OC)c2)CC(=O)N1 (stereo not drawn)
  A = -8%; B = -3%; C = -0.3%; D = -4%
> CC1Cc2ccccc2N1S(=O)(=O)c1cccc(C(=O)NC2CC2)c1 (stereo not drawn)
  A = -4%; B = -11%; C = 0.3%; D = -16%
> CN(C)C(=O)c1cc(S(=O)(=O)N(C)C)c(Cl)cc1N1CCCC1
  A = -3%; B = -8%; C = 0.9%; D = 0%
> C#CCNc1nc(CC)nc2c1nnn2Cc1ccccc1F
  A = 7%; B = 6%; C = -0.7%; D = -2%
> COc1ccc(-n2nnnc2SCC(=O)Nc2ccc3c(c2)OCCO3)cc1OC
  A = 3%; B = -19%; C = -1.0%; D = -5%
> O=C(CCn1nnc2ccccc21)Nc1nnc(COc2ccc(F)cc2)s1
  A = 18%; B = /; C = 4.1%; D = 6%
> O=C(CSc1nnc2[nH]c(=O)cc(-c3ccccc3)n12)Nc1ccc(F)cc1F
  A = ?; B = 4%[10.9 µM]; C = 5.9%; D = 3.2µM*
> COc1ccc(N(C(=O)c2ccco2)C(C(=O)NC2CCCC2)c2ccc(N(C)C)cc2)cc1 (stereo not drawn)
  A = 15%; B = -7%; C = ?; D = -11%
> Cc1ccc(Cn2c(CN3CCC(C(=O)O)CC3)cc3ccccc32)cc1
  A = 2%; B = 6%[10.9 µM]; C = 0.5%; D = -21%
> Cc1noc(/C=C/N(C)C)c1S(=O)(=O)N1CCCC(C(=O)N2CCCCC2)C1 (stereo not drawn)
  A = 9%; B = -10%; C = 6.7%; D = -9%
> O=S(=O)(NCc1ccccn1)c1cccc2nsnc12
  A = -6%; B = ?; C = -2.1%; D = 4%

Arranged by molecular weight (ascending): some entries from above.
Short forms – A = p53ts 32C kill; B = Peg3 imprint; C = IkB sig inh; D = p53ts 39C tox
> CCC(=O)Nc1c(C)ccc2nsnc12
  A = 8%; B = 3%; C = 1.0%; D = 10%
> CCOC(=O)c1ccccc1NC(=O)COC
  A = -7%; B = 8%; C = -1.9%; D = 10%
> CSCCC(NC(N)=O)C(=O)NCC1CCCCC1 (stereo not drawn)
  A = 3%; B = -8%; C = -0.1%; D = 18%
> CCSC1=C(C#N)C(c2cccc(OC)c2)CC(=O)N1 (stereo not drawn)
  A = -8%; B = -3%; C = -0.3%; D = -4%
> O=C(CCn1nnc2ccccc21)Nc1nnc(COc2ccc(F)cc2)s1
  A = 18%; B = /; C = 4.1%; D = 6%
> Cc1noc(/C=C/N(C)C)c1S(=O)(=O)N1CCCC(C(=O)N2CCCCC2)C1 (stereo not drawn)
  A = 9%; B = -10%; C = 6.7%; D = -9%

The listing continues.
Short forms – A = p53ts 32C kill; B = Peg3 imprint; C = IkB sig inh; D = p53ts 39C tox
> O=C(Cn1cnc2ccccc2c1=O)NCC(=O)N1CCN(Cc2ccc3c(c2)OCO3)CC1
  A = -6%; B = -6%; C = -0.8%; D = -12%
> CC(=O)c1ccc(NC(=O)CCc2nc(-c3ccc(C)cc3)no2)cc1
  A = -5%; B = -11%[10.9 µM]; C = ?; D = -1%
> CCOC(=O)c1c(C)[nH]c(CCC(=O)Nc2ccc(N(CC)CC)cc2C)c1C
  A = -18%; B = -13%[10.9 µM]; C = ?; D = -21%
> CCOc1ccc(NC(=O)CCc2nc3cccnc3n2Cc2ccc(OC)cc2)cc1
  A = 1%; B = -11%[10.9 µM]; C = -0.2%; D = -7%
> COc1cc(NC(=O)C(C)Oc2ccccc2)c(C(=O)O)cc1OC (stereo not drawn)
  A = 7%; B = -16%; C = 17%; D = 8%
> C=CCN1CCN(C(c2ccc(Cl)cc2)c2nnnn2CCc2ccc(OC)c(OC)c2)CC1 (stereo not drawn)
  A = 22%; B = -2%; C = 0.4%; D = 0%
> CCOC(=O)C1CCN(C(=O)Nc2ccc3c(c2)nc(C)n3C)CC1
  A = 6%; B = -2%; C = 4.7%; D = 7%
> CCOC(=O)c1ccc(Oc2cc(C)nc(SC)n2)cc1
  A = 5%; B = -23%; C = 0.9%; D = 23%
> Nc1c(C(=O)Nc2ccccc2)sc2nc(-c3ccco3)ccc12
  A = -21%; B = -21%; C = ?; D = -17%
> CCn1cc(C(=O)NCc2ccccc2OC)c(=O)c2cc(S(=O)(=O)N(C)C)ccc21
  A = -8%; B = -2%; C = -1.2%; D = 2%
> O=c1cc(CSc2ccccn2)[nH]c(=O)[nH]1
  A = -6%; B = 13%; C = 4.3%; D = 2%
> COc1ccc(N(C)C(=O)c2nn(-c3ccc(C)cc3)c(=O)n(C)c2=O)c(OC)c1
  A = -5%; B = 7%[10.9 µM]; C = ?; D = -2%
> CC1CCN(C(c2ccccc2)c2sc3nc(-c4ccco4)nn3c2O)CC1 (stereo not drawn)
  A = -2%; B = 12%[10.9 µM]; C = -2.4%; D = 4%
> Cc1cc(-c2ccccc2N)n[nH]1
  A = -29%; B = -7%; C = -2.3%; D = 4%
> CCOC(=O)CSc1nnc(CNC(=O)c2ccc(OC)c(OC)c2)n1C
  A = 8%; B = -1%; C = 2.6%; D = 0%
> CC(C)(C)N(C(=O)Cn1nnc(-c2ccc(F)cc2)n1)C(C(=O)NC1CCCC1)c1ccncc1 (stereo not drawn)
  A = 16%; B = /; C = /; D = 13%
> COc1ccc(C2CC(=O)Nc3c2c(=O)nc2c(C)cccn32)cc1OC (stereo not drawn)
  A = 22%; B = 3%[10.9 µM]; C = ?; D = 42%[activator]
> Cc1cc(=O)oc2cc(OCC(=O)NCCc3nc4ccccc4[nH]3)ccc12
  A = 1%; B = /; C = /; D = 1%
> Cc1ccc(NC2=C(c3ccc(C(F)(F)F)cc3)C(=O)c3ccccc32)cc1F
  A = -11%; B = -17%[10.9 µM]; C = 6.1%; D = ?
> COc1cc(OC)c(NS(=O)(=O)c2c(C(=O)N3CCC(C)CC3)c(C)n(C)c2C)cc1Cl
  A = 5%; B = -9%[10.9 µM]; C = -1.1%; D = -10%
> COc1cc(OC)c(Nc2nc3ccc(C(=O)c4ccccc4)cc3n3c(C)nnc23)cc1Cl
  A = -1%; B = 8%[10.9 µM]; C = 1.0%; D = -1%
> CC(C)=CCc1c(O)cc2occ(-c3ccc4c(c3)OCO4)c(=O)c2c1O
  A = ?; B = -28%; C = /; D = ?

Screening data (PubChem)
